# Compound activity as filed in PubChem BioAssay.
# Nrf2 activator: qHTS of Nrf2 Activators; AREc32 ARE-luciferase reporter (MCF7-derived line), luminescence, 24 h; Potency, µM (doses to about 46.1 µM), without a hit: at the highest dose activation, most hits filed as activators; hit rate 0.31% among 410,000; AID 624171, 2012; also: potency is read from the fitted curve at half-maximal effect; % of control where 0% means no effect; nearly all actives have a fitted effect of over 65% in size
#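 Reporter line AREc32 (ARE-Fluc), seeded overnight in OPTI-MEM with 5% FBS; compound pin-transferred, 24 hr at 37 deg C, 5% CO2; luminescent read-out.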
# CCT modulator: High-Throughput Screening for Modulators of Cytosolic Chaperonin Activity; AID 651819, 2012; purified chaperonin ATPase assay, HTRF ADP detection, 30 min; hit rate 0.3% among 360,000; activity change, % (concentration not given with the values), hits read low; in the data active = activity change below about -30%; also: % is scaled to controls: 0 for no effect and ±100 for the full control effect
#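 ATPase activity: ADP formed was measured by HTRF Transcreener (665/615 nm ratio) after 30 min at 37 deg C with 10 uM ATP. Compounds screened at one 76 uM concentration against 40 or 20 nM TRiC in Tris pH 7.4/KCl/MgCl2/DTT buffer.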
# HepG2 tox: qHTS for Inhibitors of TGF-b: Cytotox Counterscreen; HepG2 CAGA-GFP viability, ATP luminescence, 18 h; Potency, µM (series often up to 46.1 µM), inactives show top-dose activity change, negative = cytotoxicity, most hits filed as cytotoxic; hit rate 0.76% among 410,000; AID 588856, 2011; also: potency is read from the fitted curve at half-maximal effect; some results filed as inactive show a strong effect at the top dose
#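 CellTiter-Glo luminescence gave cytotoxicity after 18 hours at 37 degrees C. The cells were HepG2 CAGA-GFP in 1% FBS DMEM, stimulated with 500 pg/mL TGF-beta after compound addition. %Activity was normalised to no-cell wells (complete cell-killing) and DMSO (no toxicity), and curves were fitted and classified.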
# TGFb SMAD3 inh: qHTS for Inhibitors of TGF-b | HepG2 CAGA-GFP TGF-b/SMAD3 reporter, GFP fluorescence, 18 h; TGF-beta stimulated, 500 pg/mL final | Potency, µM (highest dose often 46.1 µM), for inactives: top-dose activity, negative = inhibition, hits mostly inhibitors | hit rate 1.2% among 410,000; also: potency is read from the fitted curve at half-maximal effect; % is scaled to controls: 0 for no effect and ±100 for the full control effect; nearly all actives have a fitted effect of over 65% in size
#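 HEPG2 CAGA-GFP reporter cells (1000/well, DMEM with 1% FBS) received compounds, then recombinant TGF-beta at 500 pg/mL final for 18 hours at 37 degrees C. Per-cell GFP summed per well was normalised to unstimulated and stimulated DMSO controls before curve fitting.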
# Nrf2 block: Nrf2 qHTS screen for inhibitors | hit rate 2.1% among 360,000 | Potency, µM (top dose mostly 46 µM), for inactives: at the highest dose activity change, negative = inhibition, most hits filed as inhibitors | A549 ARE-Fluc reporter, luciferase luminescence, 18-24 h | AID 504444, 2011; also: potency is read from the fitted curve at half-maximal effect; % is scaled to controls: 0 for no effect and ±100 for the full control effect; nearly all actives have a fitted effect of over 60% in size
#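 Nrf2 function is reported as luminescence of an ARE-controlled luciferase in A549 cells. Compounds were tested at several concentrations, and a CellTiter-Fluor read on the same wells flagged cytotoxicity.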
# MmCpn inh: Inhibitors of TCP-1 ring complex (TRiC) of Methanococcus maripaludis (MmCpn): qHTS; Potency, µM (titrated, usually from 76.9 µM), for inactives: top-dose activity, negative = inhibition, usual class: inhibitors; hit rate 0.031% among 330,000; Chaperonin Mm-Cpn (Methanococcus maripaludis); purified Mm-Cpn ATPase, ADP Transcreener TR-FRET; also: potency is read from the fitted curve at half-maximal effect; % is scaled to controls: 0 for no effect and ±100 for the full control effect; nearly all actives have a fitted effect of over 80% in size
#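 Purified archaeal Mm-CPN (25nM final) preincubated 10 min at 37degC with compound, then 10uM ATP for 30 min at 37degC; ADP measured by HTRF Transcreener TR-FRET; buffer 30 mM TRIS pH 7.4, 100mM KCl, 5mM MgCl2, 1mM DTT.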
# Abeta yeast res: qHTS for compounds that reverse cellular toxicity of Amyloid beta (A-beta) peptide in yeast: Primary Screen. yeast expressing A-beta42, growth rescue, OD600, 48 h; response scale: 0% DMSO, 100% iron-clioquinol control. Potency, µM (top dose mostly 46.1 µM), for inactives: at the top dose growth rescue, usual class: activators. hit rate 0.063% among 410,000. AID 1347071, 2019; also: potency is read from the fitted curve at half-maximal effect; nearly all actives have a fitted effect of over 55% in size
#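 Yeast growth medium received pinned compounds, then yeast cells expressing toxic A-beta were added; plates incubated at 30 C for 48 hr. Growth read as absorbance at 600 nm, normalized to DMSO and equimolar FeCl3 plus clioquinol controls.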
# Akt phos inh: HTS Assay for Inhibitors of Akt Phophorylation: Primary Screen. Neuro2A IGF-stimulated pAkt S473 HTRF, 20 min; hits give low values. activity change, % for hits at 50 µM. hit rate 0.32% among 360,000; in the data active = activity change below about -80%; inconclusive = mostly about -51% to -80%; also: % is scaled to controls: 0 for no effect and ±100 for the full control effect
#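 Neuro2A cells in DMEM with 0.5% FBS, overnight at 37 deg C, given compound at single 50 µM final, then IGF (6 nM final) for 20 min at 37 deg C. Lysed; phospho-Akt Ser473 by HTRF after 24 h, 665/615 ratio.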
# A549 tox: Nrf2 qHTS screen for inhibitors: counterscreen for cytotoxicity | A549 ARE-Fluc cells, CellTiter-Fluor viability, 18-24 h | Potency, µM (titrated, usually from 46 µM), for the others: at the highest dose activity change, negative = cytotoxicity, actives largely listed as inhibitors | hit rate 0.16% among 390,000; also: potency is read from the fitted curve at half-maximal effect; % is scaled to controls: 0 for no effect and ±100 for the full control effect
#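 Cytotoxicity counterscreen: CellTiter-Fluor fluorescence was measured in A549 ARE_Fluc cells after 18-24 h of compound exposure in a concentration series. The subsequent BugLite luminescent read reports ARE-luciferase activity.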
# Active calls of the source: *; i = inactive; ? = inconclusive; nt = no result given; & = joins results of further samples; [ ] = remark or other dose. Unless noted, calls follow the shape of the dose curve; as a rule, active = well fitted curve in the direction sought with a large enough effect; inconclusive = small, poorly fitted or top-dose-only effect, or another doubt; inactive = no such curve, though single readings can be large; an effect the other way counts as inactive or inconclusive.
# The line under a structure holds: Nrf2 activator	CCT modulator	HepG2 tox	TGFb SMAD3 inh	Nrf2 block	MmCpn inh	Abeta yeast res	Akt phos inh	A549 tox
COC(=O)[C@@]1(Cc2ccc(F)cc2)[C@H]2c3cc(C(=O)N(C)C)n(CCc4ccccn4)c3C[C@H]2CN1C(=O)c1ccccc1
  0.5%	-2.1	-26%	-1%	16%	-5%	2%	i	-10%
Cc1c(C(=O)NC2CCC(C)CC2)oc2ccccc12 (centres undefined)
  0.6%	-0.7	-16%	-11%	?	-1%	-14%	i	3%
CC(c1ccccc1)n1c(-c2cccs2)nc2c(c(=O)c3ccccc3n2C)c1=O (centres undefined)
  -0.3%	-0.4	14%	2%	5%	?	-22%	i	-1%
O=C(CSc1ccc2nnc(-c3cccs3)n2n1)N1CCOCC1
  -0.7%	-0.6	-14%	-9%	-36%	nt	5%	i	-7%
COc1ccc(C)c2sc(N3CCN(C(=O)c4cccc(F)c4)CC3)nc12
  0.4%	nt	-4%	?	nt	nt	1%	nt	-14%
Cc1ccc2cc(CCNC(=O)c3ccc(C)c([N+](=O)[O-])c3)c(=O)[nH]c2c1
  0.3%	-4.8	-6%	0%	-26%	2%	4%	i	-2%
C/C(=N/NC(=O)c1cnccn1)c1ccncc1
  3.2%	-3.4	11%	17%	?	2%	-3%	i	4%
O=C(CCc1ccccc1Cl)Nc1cc(S(=O)(=O)N2CCOCC2)ccc1N1CCCC1
  0.2%	1.3	-8%	0%	?	nt	-1%	i	-4%
Cc1ccc(N)cc1S(=O)(=O)N(C)C
  -0.3%	-0.8	4%	1%	121%	0%	-11%	i	-20%
CCOc1ccc(-c2nc(N)nc(C)c2-c2ccc(Cl)cc2)c(O)c1
  2.5%	1.0	-17%	?	6%	-2%	0%	i	20%
Cc1ccc(NC(=O)NCCN2CCCCC2)cc1C
  2.6%	-0.6	-1%	27%	11%	-2%	-10%	i	10%
CCOc1ccc(NC(=O)c2ccc3[nH]c(=O)c(=O)[nH]c3c2)cc1
  0.4%	0.7	15%	11%	-3%	-3%	nt	i	-2%
Cc1ccc(Cl)c(OCCN2CCCC(C)C2)c1 (centres undefined)
  2.0%	0.2	-13%	-13%	-2%	-2%	3%	i	9%
Cc1ccc(S(=O)(=O)Nc2ccc(NC(=O)CN3CCCCC3)c(Cl)c2)cc1
  -0.6%	-1.5	-39%	?	-23%	-7%	26%	nt	-2%
COc1ccc(-n2c(=S)[nH]c3cc(C(=O)Nc4ccc(C)c(F)c4)ccc3c2=O)c(OC)c1
  0.6%	0.9	-8%	-19%	23µM*	-2%	12%	i	-10%
COc1ccc(C(=O)NNC(=O)Cc2coc3cc(OC)ccc23)cc1
  -0.5%	1.7	-12%	13%	-12%	1%	12%	i	0%
CCOC(=O)c1[nH]c(C)c(CN(C(C)=O)c2ccc(OCC)cc2)c1C
  0.0%	0.5	1%	0%	?	0%	17%	i	-1%
O=C1CC2(CCN(S(=O)(=O)c3ccccc3)CC2)Oc2ccccc21
  -0.3%	-2.3	2%	0%	-2%	-1%	20%	i	-6%
O=C(Nc1ncn[nH]1)c1cc(S(=O)(=O)Nc2ccc(Cl)cc2)ccc1Cl
  0.1%	0.8	-5%	-3%	-18%	-1%	-7%	i	2%
O=C(CN(C(=O)CNS(=O)(=O)c1ccc(F)cc1)c1ccc(F)cc1)NCc1ccco1
  0.2%	-2.7	1%	6%	-2%	2%	6%	i	-2%

# (more compounds)
# The line under a structure holds: Nrf2 activator	CCT modulator	HepG2 tox	TGFb SMAD3 inh	Nrf2 block	MmCpn inh	Abeta yeast res	Akt phos inh	A549 tox
COc1ccc(/C=N/N2CCN(C)CC2)c(OC)c1OC
  -0.4%	-0.3	8%	0%	4%	1%	-2%	i	-3%
NCc1ccc2[nH]c(=O)[nH]c2c1
  5.8%	0.1	-10%	?	7%	0%	-2%	i	2%
O=C(Cc1nnc(NC(=O)c2ccccc2)s1)N/N=C/c1ccc(O)cc1
  ?	1.0	-18%	8%	1%	1%	-2%	i	-3%
CCOC(=O)c1sc2nc(N3CCOCC3)c3c(c2c1N)CCC3
  4.6%	1.2	-21%	0%	?	-8%	6%	i	0%
O=C(Nc1cccc(S(=O)(=O)NC2=NCCCCC2)c1)c1cc(-c2ccccc2Cl)nc2ccccc12
  2.5%	-1.6	-62%	5%	-15%	?	0%	i	-5%
COc1ccccc1N1CCN(C(=O)C2CCN(S(=O)(=O)N3CCOCC3)CC2)CC1
  -0.6%	-4.8	-3%	8%	-5%	-1%	-11%	i	-2%
O=C(CCCCCN1C(=O)[C@@H]2Cc3ccccc3CN2C1=O)Nc1ccccc1F
  0.4%	0.6	-16%	-7%	-4%	3%	-7%	i	6%
CC1(C)CC(=O)C(C=NCCN2CCN(CC(=O)Nc3ccc(F)cc3)CC2)=C(O)C1
  -0.2%	-1.5	-4%	0%	7%	0%	-24%	i	2%
COc1ccccc1CO/N=C/c1cccn1-c1nccc(N(C)C)c1C#N
  0.7%	-2.8	-4%	?	10%	-1%	13%	i	-1%
Nc1nonc1-n1nnc(C(=O)N/N=C/c2cccnc2)c1CSC1=NCCS1
  18%	-4.2	-2%	?	?	1%	-2%	i	-4%
Cc1ccc(NC(=O)c2[nH]cnc2C(=O)NN)cc1
  5.2%	-2.1	-23%	-3%	?	5%	-6%	i	-2%
Cc1c(Cl)cccc1Nc1nc(N)nc(CSc2nc3ccccc3s2)n1
  4.5%&1.8%	1.0	-17%&-12%	?	-16%&4%	1%	12%&29%	i	3%&2%
Cc1cc(=O)c(C(=O)O)nn1-c1ccccc1
  0.8%	-2.8	9%	16%	0%	0%	9%	i	-1%
COc1cccc(CNC[C@H]2O[C@@H](n3cnc(C(N)=O)n3)[C@H](O)[C@@H]2O)c1OCc1ccc(F)cc1Cl
  0.3%	-1.5	-1%	9%	3%	nt	3%	i	-4%
COc1ccc(/C=N/NC(=O)c2cccnc2)c2ccccc12
  2.9%	-2.1	-39%	?	4%	-2%	15%	i	-7%
O=c1/c(=C/c2ccco2)sc2n1CN(c1ccccc1)CN=2
  ?	0.4	-2%	12%	nt	-3%	-8%	i	1%
C#CCOCCOCCOCCNc1nc(N2CCOCC2)nc(N2CCN(C(=O)[C@H](CCCCN)n3cc(CCCC)nn3)CC2)n1
  -1.3%	-0.2	2%	5%	8%	nt	-6%	i	-1%
Cc1cc(-c2ccccc2)nc(SCC(=O)c2cccc([N+](=O)[O-])c2)n1
  3.4%	-0.1	13%	-4%	?	0%	7%	i	-4%[1.84 µM]
CCOC(=O)C1CCN(c2c(NCc3ccc(N(C)C)cc3)c(=O)c2=O)CC1
  0.0%	0.9	5%	-5%	6%	1%	-7%	i	1%
C/C(=N\NC(=O)c1ccc(NS(=O)(=O)c2cccs2)cc1)c1ccccn1
  2.0%	-0.5	-73%	1%	?	1%	-12%	i	2%

# Reprinted from the part before: two entries; new compounds follow.
# The line under a structure holds: Nrf2 activator	CCT modulator	HepG2 tox	TGFb SMAD3 inh	Nrf2 block	MmCpn inh	Abeta yeast res	Akt phos inh	A549 tox
CCOC(=O)C1CCN(c2c(NCc3ccc(N(C)C)cc3)c(=O)c2=O)CC1
  0.0%	0.9	5%	-5%	6%	1%	-7%	i	1%
C/C(=N\NC(=O)c1ccc(NS(=O)(=O)c2cccs2)cc1)c1ccccn1
  2.0%	-0.5	-73%	1%	?	1%	-12%	i	2%
CCN(C(=O)Cn1cc(C(C)=O)c2ccccc21)c1ccccc1
  0.4%	-1.6	-7%	-19%	?	3%	2%	i	?
Cc1ccc(S(=O)(=O)c2c(N)n(CCC(C)C)c3nc4ccccc4nc23)cc1
  -0.3%	-0.9	-66%	?	?	-6%	6%	i	?
CN(C)S(=O)(=O)N(CC(=O)N1CCN(Cc2ccccc2)CC1)c1ccccc1
  -0.4%	-3.2	-19%	4%	-15%	1%	-8%	i	-1%
O=C(O)C1OC(C(=O)O)C2C1C(F)(F)C2(F)F (centres undefined)
  -0.4%	2.8	14%	38%	10%	-1%	13%	i	-6%
CCc1cc(C(=O)OCC(=O)NCCc2ccccc2)sc1C
  2.1%	0.2	1%	-2%	nt	nt	3%	i	nt
Cc1nc2c3ccccc3n(CC(=O)c3ccc(F)cc3)c(=O)n2n1
  0.3%	-1.6	5%	4%	10%	-1%	1%	i	-15%
COCCCN1C(=O)c2ccc(C(=O)OCC(=O)N(C)c3ccccc3)cc2C1=O
  -0.7%	-0.1	0%	0%	?	1%	9%	i	5%
Cc1ccc(C(C)C)c(OC/C(O)=C(\C#N)c2nc3ccccc3[nH]2)c1
  3.7%	2.3	-42%	?	?	2%	-3%	i	-12%
Cc1cc(C)c(NC(=O)c2cc(S(=O)(=O)N3CCC4(CC3)OCCO4)ccc2F)c(C)c1
  3.0%	nt	1%	-6%	nt	nt	23%	nt	4%
CC(Sc1nc2ccccc2[nH]1)C(=O)Nc1ccc2c(c1)OCCO2 (centres undefined)
  0.2%	2.1	-8%	-22%	3%	1%	8%	i	2%
CCc1cccc(NC(=O)C2CCN(c3ncnc4sc(C)c(C)c34)CC2)c1
  -0.4%	0.3	-24%	?	?	0%	10%	i	-11%
Cc1ccccc1Cn1cnc2ccccc2c1=O
  -0.4%	-2.8	-20%	-21%	-1%	1%	28%	i	0%
